# Compound activity deposited in PubChem BioAssay by National Center for Advancing Translational Sciences (NCATS).
# uPA surface inh – inhibitors of cell surface uPA generation | cell surface uPA generation assay, qHTS | Potency, µM (top dose mostly 38.3 µM), inactives show at the top dose activity change, negative = inhibition, most hits filed as inhibitors | 0.31% of 330,000 active | AID 540303; active = well fitted inhibition curve with a large enough effect; inconclusive = small, poorly fitted or top-dose-only effect; inactive = no such curve, though single readings can be large or run the other way; tested in mouse RAW 264.7 cells; also: potency is read from the fitted curve at half-maximal effect; % is scaled to controls: 0 for no effect and ±100 for the full control effect; nearly all actives have a fitted effect of over 55% in size
# p53 reactivator – re-activators of mutant p53 | Potency, µM (titrated, usually from 92.2 µM), for the others: top-dose activity change, positive = activation, hits mostly activators | AID 504706 | H1299 p53-A138V BP100-luciferase reporter, luminescence, 24 h | 0.063% of 320,000 active; also: potency is read from the fitted curve at half-maximal effect; % of control where 0% means no effect; nearly all actives have a fitted effect of over 45% in size
#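 p53-null H1299 cells stably carrying temperature-sensitive p53-A138V and a BP100-luciferase reporter were pinned with compounds (4-point, 1:5 series) and held 24 hrs at 37 deg C. Luminescence was read 10 min after detection reagent.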
# S-ASM inh – blocks human secretory acid sphingomyelinase; P17405; placental ASM, HMU-PC fluorogenic substrate, 60 min; Potency, µM (top dose mostly 57.5 µM), for the others: top-dose activity change, negative = inhibition, usual class: inhibitors; 0.006% of 340,000 active; also: potency is read from the fitted curve at half-maximal effect
# Target sequence (P17405 47-631 limits assumed): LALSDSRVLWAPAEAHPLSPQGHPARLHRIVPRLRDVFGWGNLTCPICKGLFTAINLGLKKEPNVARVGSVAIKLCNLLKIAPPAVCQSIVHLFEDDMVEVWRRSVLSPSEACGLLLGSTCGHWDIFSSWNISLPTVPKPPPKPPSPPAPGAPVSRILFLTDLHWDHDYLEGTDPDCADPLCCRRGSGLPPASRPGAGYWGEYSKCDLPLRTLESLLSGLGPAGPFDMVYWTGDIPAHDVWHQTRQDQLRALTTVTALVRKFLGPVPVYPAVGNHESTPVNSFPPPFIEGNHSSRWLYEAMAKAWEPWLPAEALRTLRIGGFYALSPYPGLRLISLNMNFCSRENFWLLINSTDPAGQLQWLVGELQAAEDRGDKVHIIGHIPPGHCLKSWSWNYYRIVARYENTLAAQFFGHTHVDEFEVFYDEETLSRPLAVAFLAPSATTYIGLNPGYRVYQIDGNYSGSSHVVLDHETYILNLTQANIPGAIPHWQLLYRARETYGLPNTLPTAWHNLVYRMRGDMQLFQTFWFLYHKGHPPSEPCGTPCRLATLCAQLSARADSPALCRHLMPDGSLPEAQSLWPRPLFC
#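 Steps: dispense placental human ASM, pin compound, wait 10 min at room temperature, add HMU-PC0 substrate at 9 uM final, incubate 60 min at 37 °C, add stop solution raising pH to 10, read fluorescence.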
# BRCA1 expr up – BRCA1 expression activation. MCF7-BRCA1-FFLuc reporter, luminescence, 48 h; response scale: scaled: vehicle 0%, 10 µM genistein 100%. Potency, µM (doses to about 46.1 µM), without a hit: at the highest dose activation, hits mostly activators. 1.1% of 380,000 active; also: potency is read from the fitted curve at half-maximal effect; nearly all actives have a fitted effect of over 80% in size; some results filed as inactive show a strong effect at the top dose
#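 MCF7-BRCA1-FFLuc, 2000 cells/well; 2 h attach, 37 °C/5% CO2; compound 48 h; luciferase substrate 15 min; luminescence end-point. Norm. to genistein 10 microM max activation and DMSO; concentration-response curves fitted.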
# PTAP TSG101 blk – blocks PTAP/TSG101 interaction to inhibit HIV-1 budding. 340,000 tested, under 10 active. Potency, µM (highest dose often 115 µM), without a hit: at the highest dose activity change, negative = inhibition, actives largely listed as inhibitors. AID 493005. Q99816. Fluorescence polarization, FITC-PTAP peptide / Tsg101 binding; active = well fitted inhibition curve with a large enough effect in the main read-out, with a control signal flat, not every such curve was filed as active; inconclusive = small, poorly fitted or top-dose-only effect, or effect the other way, or a change in a side signal; inactive = no such curve, though single readings can be large or run the other way; also: potency is read from the fitted curve at half-maximal effect; % of control where 0% means no effect
#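 Compounds were pin-transferred onto Tsg101 binding domain (10 uM final) in HEPES pH 7.5 buffer, then FITC-PTAP peptide was added at 50 nM final. After 20 min at RT, polarization reported peptide displacement across a qHTS concentration series.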
# ELG1 genotox – genotoxicity induction in ELG1-luciferase HEK293T cells; HEK293T ELG1-luciferase reporter, luminescence, 16 h; Potency, µM (highest dose often 46 µM), for the others: at the top dose activity change, positive = activation, hits mostly activators; 1.3% of 330,000 active; AID 504466; also: potency is read from the fitted curve at half-maximal effect; % of control where 0% means no effect; nearly all actives have a fitted effect of over 60% in size
#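 Screening used a luciferase reporter fused to human ELG1 in HEK293T cells. Luminescence was read on a CCD plate imager after 16 hr exposure and 30 min ONE-Glo incubation.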
# USP2a block – inhibitors of human ubiquitin-specific protease USP2a | USP2 core, Ub-CHOP2 coupled fluorogenic reporter, 485/531 | Potency, µM (doses to about 38.3 µM), inactives show at the highest dose activity change, negative = inhibition, actives largely listed as inhibitors | 0.01% of 330,000 active;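 also: potency is read from the fitted curve at half-maximal effect; plate controls were DMSO wells for no effect and full inhibition by NEM control for full effect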
#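 Deubiquitinase activity read as fluorescence (485/531 nm) after Ub-CHOP2 cleavage activates the enterokinase reporter on its substrate; USP2 core 10nM, Ub-CHOP2 and substrate 25nM each, 30min compound preincubation then 60min RT; data normalized to NEM, curves fitted.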
# B2AR arrestin – beta2AR (human) beta-arrestin recruitment activity | P07550 | Potency, µM (titrated, usually from 46.1 µM), without a hit: at the highest dose activation, hits mostly activators | AID 492947 | beta-arrestin recruitment to beta2AR, cell-based reporter | 0.02% of 330,000 active;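 also: potency is read from the fitted curve at half-maximal effect; 0% = DMSO controls and full agonism = EC100 isoproterenol or metaproterenol; nearly all actives have a fitted effect of over 65% in size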
# TRPV1 ag – human TRPV1 agonism; AID 540275; 0.19% of 320,000 active; Q8NER1; activation, % at 8.33 µM; TRPV1-expressing cells, Fluo-8 calcium influx, agonist mode; in the data active = activation above about 80%; inconclusive = between about 30% and that limit; also: 0% is about no effect
#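 TRPV1-expressing cells were cultured overnight at 35.5C and loaded with Fluo-8 calcium dye for 40 to 90 min at room temperature. After a 10 s baseline, compound was added and calcium influx was read kinetically for 3 min (ex 480/em 520 nm).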
# a7 integrin act – activators of alpha7 integrin expression for muscular dystrophy; 0.064% of 350,000 active; Potency, µM (doses to about 38.3 µM), without a hit: top-dose activation, hits mostly activators; alpha7betagal myoblasts, beta-gal FDG fluorescence, 48 h; AID 624291;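 also: potency is read from the fitted curve at half-maximal effect; 100% = response of the positive control SU9516; nearly all actives have a fitted effect of over 60% in size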
#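 Alpha7betagal+/- myoblasts (passage 13) were plated 16-24 hr, then exposed to compounds (1:260 dilution of DMSO stock) for 48 hours at 37C. After MPER lysis, β-galactosidase reporter activity was read as FDG fluorescence (ex 480/em 540) after 30 minutes.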
# Eya2 phos inh – inhibitors of human Eya2 phosphatase activity; 0.006% of 330,000 active; Potency, µM (doses to about 76.9 µM), without a hit: at the top dose activity, negative = inhibition, actives largely listed as inhibitors; recombinant Eya2, OMFP fluorescence dephosphorylation (OMFP is methylfluorescein phosphate); AID 488837; O00167; also: potency is read from the fitted curve at half-maximal effect; % is scaled to controls: 0 for no effect and ±100 for the full control effect
# Target sequence (O00167 whole entry, looked up): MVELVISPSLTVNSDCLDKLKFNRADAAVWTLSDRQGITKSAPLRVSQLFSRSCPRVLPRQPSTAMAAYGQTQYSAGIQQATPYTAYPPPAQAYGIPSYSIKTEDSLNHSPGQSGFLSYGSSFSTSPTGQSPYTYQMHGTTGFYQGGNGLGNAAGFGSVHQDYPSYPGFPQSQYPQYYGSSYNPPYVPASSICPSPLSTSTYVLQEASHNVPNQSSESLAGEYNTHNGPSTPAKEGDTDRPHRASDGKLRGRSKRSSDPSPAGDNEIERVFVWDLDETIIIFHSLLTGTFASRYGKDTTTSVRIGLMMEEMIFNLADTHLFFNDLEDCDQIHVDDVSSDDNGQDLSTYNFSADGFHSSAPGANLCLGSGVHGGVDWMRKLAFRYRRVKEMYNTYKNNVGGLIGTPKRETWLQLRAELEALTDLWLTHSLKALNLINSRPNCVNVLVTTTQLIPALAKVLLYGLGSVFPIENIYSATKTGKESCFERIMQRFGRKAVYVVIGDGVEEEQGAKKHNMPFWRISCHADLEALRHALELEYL
#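 Eya2 (0.2 uM) preincubated 10 min at ambient with compound, then OMFP substrate added at 50 uM; 10 min reaction in 50 mM HEPES pH 7.5, 50 mM NaCl, 5 uM MgCl2, 0.05% BSA, 1 mM DTT. Fluorescence read at Ex 485/Em 525 nm.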
# Active calls of the source: *; ? = inconclusive; . = no result given; [ ] = dose if it differs, or a comment. Unless noted, calls follow the shape of the dose curve; as a rule, active = well fitted curve in the direction sought with a large enough effect; inconclusive = small, poorly fitted or top-dose-only effect, or another doubt; inactive = no such curve, though single readings can be large; an effect the other way counts as inactive or inconclusive.
SMILES,uPA surface inh,p53 reactivator,S-ASM inh,BRCA1 expr up,PTAP TSG101 blk,ELG1 genotox,USP2a block,B2AR arrestin,TRPV1 ag,a7 integrin act,Eya2 phos inh
Cc1ccccc1CSc1nnc([C@@H]2CCCN2)o1,-6%,8%,4%,-19%,1%,0%,1%,-0.7%,3,?,-6%
O=C(CCN1C(=O)c2cccc3cccc(c23)C1=O)N1CCN(c2ccccc2F)CC1,2%,2%,-1%,3%,1%,-1%,3%,-0.1%,1,2%,-1%
O=C1NC2(CCCCC2)C(=O)N1c1ccccc1,0%,-1%,4%,8%,-3%,1%,0%,-1.4%,2,2%,0%
O=[N+]([O-])c1ccc(Oc2cc(NC3CCCCCCC3)c([N+](=O)[O-])cc2[N+](=O)[O-])cc1,1%,.,-8%,-3%,-1%,1%,2%,0.0%,0,6%,-16%
O=C(c1ccccc1)c1ccc(COC(=O)c2cnccn2)cc1,-10%,14%,2%,10%,1%,6%,0%,-0.2%,3,-11%,4%
CC(CC1CC(C)(C)OC1=O)C(=O)Nc1nncs1 (configuration not stated),.,-2%,2%,-27%,0%,0%,0%,0.0%,0,8%,16%
Cc1cc2ccccc2n2c(SCC(=O)N3CCc4ccccc4C3)nnc12,-7%,-8%,0%,-12%,1%,-2%,-2%,0.2%,17,-25%,9%
COc1ccccc1-n1c(SC(C)C(=O)NCC2CCCO2)nc2cc(Cl)ccc2c1=O (configuration not stated),-2%,-8%,-2%,-65%,0%,-1%,0%,3.6%,18,-22%,-17%
O=C1[C@H]2CCC=C[C@H]2[C@H](c2ccccc2Br)N1Cc1ccccc1,-8%,-10%,-7%,-8%,1%,1%,2%,0.1%,.,-9%,-13%
CCOc1ccc(NC(=S)N2CCC(C(=O)c3ccc(F)cc3)CC2)cc1,-1%,.,-6%,-9%,-3%,.,.,.,.,1%,.
COc1cccc(CN(C)S(=O)(=O)c2c(C)noc2C)c1OC,1%,4%,1%,9%,-1%,-2%,-1%,0.1%,3,-20%,-18%
CC1=Nc2ccccc2N=C(NC(=O)c2ccccc2)C1c1ccc(Cl)cc1 (configuration not stated),3%,0%,?,-83%[inhibitor],-4%,-3%,-2%,-0.8%,17,10%,0%
CCOC(=O)c1[nH]c2ccccc2c1NC(=O)CC(C)C,-17%,-4%,-3%,0%,-1%,-6%,0%,-0.1%,21,15%,1%
COc1ccc2c(CC(=O)OCC(=O)Nc3ccc(C)cc3)coc2c1,3%,5%,-9%,1%,-3%,2%,-1%,-0.9%,13,-20%,6%
Cc1ccc(NC(=O)CSc2nnnn2C)cc1S(=O)(=O)N(C)C,5%,8%,1%,12%,-3%,-3%,3%,-1.2%,0,?,5%
COc1ccc(C2(C)NC(=O)N(CC(=O)NC3CC3)C2=O)cc1 (configuration not stated),0%,-1%,3%,-22%,-1%,1%,2%,-0.2%,.,-29%,-11%
COc1ccc(OC)c(/C=C2\SC(=S)N(NS(=O)(=O)c3ccc(C)cc3)C2=O)c1,2%,2%,?,-45%,-2%,0%,-2%,0.6%,-2,?,16%
CC(C)COc1ccc(C(=O)N/C(=C\c2cccc([N+](=O)[O-])c2)C(=O)O)cc1,0%,-2%,1%,-1%,-4%,0%,3%,-0.4%,-6,-13%,12%
CCOC(=O)C1(Cc2ccccc2C)CCCN(C(=O)c2ccc(OC)o2)C1 (configuration not stated),11%,-12%,-3%,-18%,-1%,-4%,-2%,-0.1%,?,-15%,-15%
COc1ccc(CNC(=O)C2CCCN(S(=O)(=O)c3ccc(-n4cnnn4)cc3)C2)cc1 (configuration not stated),1%,9%,-3%,-21%,1%,-7%,-1%,0.4%,1,-24%,-9%
COc1ccc(CCNC(=O)CN2C(=O)c3ccccc3S2(=O)=O)cc1,3%,11%,0%,-19%,-3%,3%,0%,-0.1%,1,-7%,7%
O=C(c1ccco1)N1CCN(c2ncnc3c2[nH]c2ccc(Cl)cc23)CC1,.,-10%,.,.,.,0%,3%,-0.3%,-3,.,-7%
Cc1cccc(NC(=O)CCC(=O)Nc2nnc(C3CCCCC3)s2)c1,-10%,-2%,0%,25%,-4%,0%,-2%,0.5%,-2,2%,12%
Cc1cc(C(=O)OCC(=O)c2cccs2)c2ccccc2n1,2%,-1%,0%,7%,1%,-1%,2%,0.0%,14,-5%,-9%
CN1CCN(Cc2c(O)ccc3occ(C(=O)c4ccccc4)c23)CC1,0%,-3%,-1%,4%,0%,24%,-4%,-0.9%,0,-20%,-11%
# (further entries)
SMILES,uPA surface inh,p53 reactivator,S-ASM inh,BRCA1 expr up,PTAP TSG101 blk,ELG1 genotox,USP2a block,B2AR arrestin,TRPV1 ag,a7 integrin act,Eya2 phos inh
CCn1c(SCC(=O)N2CCc3ccccc32)nnc1-c1c[nH]c2ccccc12,-3%,?,-4%,-27%,-3%,-30%[inhibitor],1%,-0.1%,.,-34%,6%
CC(C)c1ccc(S(=O)(=O)c2cc3cc(Br)ccc3oc2=O)cc1,0%,-1%,1%,-88%,2%,-1%,4%,-0.8%,?,3%,-1%
O=C1C(O)CCN1Cc1ccccc1 (configuration not stated),-1%,.,0%,-6%,-2%,.,.,.,.,-9%,.
Cc1cccc(NC(=O)C2(c3ccccc3)CCOCC2)c1,0%,-2%,0%,-1%,-5%,-1%,0%,-0.8%,2,0%,6%
COc1cc(OC)c(OC)cc1/C=N/Nc1ccc(Cl)nn1,10%,18%,-3%,-20%,-2%,6%,6%,0.1%,6,-17%,7%
COC(=O)COc1ccc(/C=C2/NC(=O)N(CC(=O)OC)C2=O)cc1,-3%,4%,23%,-12%,0%,-1%,2%,-0.3%,2,3%,-22%
CN(C)C(CNC(=O)c1cccc(S(=O)(=O)Nc2ccccc2Cl)c1)c1ccco1 (configuration not stated),9%,2%,4%,-8%,-9%,-1%,-4%,0.1%,-5,-9%,21%
Cc1cc2nc(Cl)c(Cl)nc2cc1C,-16%,0%,1%,0%,-3%,0%,-13%,0.1%,-2,22%,-2%
N#C/C(=C\c1ccc(N2CCCCC2)c([N+](=O)[O-])c1)c1nn(-c2ccccc2)c(N)c1C#N,1%,-4%,-5%,-12%,-1%,-8%,3%,-0.1%,-2,16%,4%
COc1ccccc1N(C)S(=O)(=O)c1ccc(C(=O)O)cc1,-1%,2%,3%,1%,-2%,0%,1%,-0.1%,0,-5%,11%
Cc1nc(C)n(C(C)CNC(=O)c2cccc(Br)c2)n1 (configuration not stated),3%,.,3%,-3%,-3%,0%,0%,0.3%,1,42%,0%
CN(C)CCNC(NC(=O)c1cccs1)C(Cl)(Cl)Cl (configuration not stated),10%,1%,2%,0%,-13%,-1%,-1%,0.0%,0,0%,1%
C/C=C(\C)CN1CCN(c2cc(C)ccc2C)CC1,.,-16%,1%,1%,-2%,-2%,2%,0.2%,-1,17%,6%
COc1ccc(C(=O)n2ncc(C#N)c2N)cc1,2%,-1%,6%,-5%,1%,0%,0%,0.1%,-4,1%,-11%
CN1CCN(C(=O)Cn2c(=O)oc3cc(S(=O)(=O)NCc4ccccc4)ccc32)CC1,-4%,-2%,2%,1%,0%,4%,-1%,-0.5%,-2,2%,-5%

# Looked up one by one from above, 7 records:
SMILES,uPA surface inh,p53 reactivator,S-ASM inh,BRCA1 expr up,PTAP TSG101 blk,ELG1 genotox,USP2a block,B2AR arrestin,TRPV1 ag,a7 integrin act,Eya2 phos inh
CC(C)c1ccc(S(=O)(=O)c2cc3cc(Br)ccc3oc2=O)cc1,0%,-1%,1%,-88%,2%,-1%,4%,-0.8%,?,3%,-1%
Cc1nc(C)n(C(C)CNC(=O)c2cccc(Br)c2)n1 (configuration not stated),3%,.,3%,-3%,-3%,0%,0%,0.3%,1,42%,0%
Cc1cc2nc(Cl)c(Cl)nc2cc1C,-16%,0%,1%,0%,-3%,0%,-13%,0.1%,-2,22%,-2%
N#C/C(=C\c1ccc(N2CCCCC2)c([N+](=O)[O-])c1)c1nn(-c2ccccc2)c(N)c1C#N,1%,-4%,-5%,-12%,-1%,-8%,3%,-0.1%,-2,16%,4%
CN(C)C(CNC(=O)c1cccc(S(=O)(=O)Nc2ccccc2Cl)c1)c1ccco1 (configuration not stated),9%,2%,4%,-8%,-9%,-1%,-4%,0.1%,-5,-9%,21%
CN(C)CCNC(NC(=O)c1cccs1)C(Cl)(Cl)Cl (configuration not stated),10%,1%,2%,0%,-13%,-1%,-1%,0.0%,0,0%,1%
COc1cc(OC)c(OC)cc1/C=N/Nc1ccc(Cl)nn1,10%,18%,-3%,-20%,-2%,6%,6%,0.1%,6,-17%,7%
